Source: PubChem BioAssay
TRHR agonist – qHTS for Small Molecule Agonists and Allosteric Enhancers of Human TRH Receptor: Primary Screen for Agonists | Thyrotropin-releasing hormone receptor (Homo sapiens), P34981 | TRHR cells, calcium flux fluo-8, FDSS agonist mode | activation, % at 2 µM | actives 0.18% (n = 360,000) | AID 493084, 2011; in the data active means activation above about 30%; further: 0% is about no effect
Target sequence (P34981 whole entry, looked up): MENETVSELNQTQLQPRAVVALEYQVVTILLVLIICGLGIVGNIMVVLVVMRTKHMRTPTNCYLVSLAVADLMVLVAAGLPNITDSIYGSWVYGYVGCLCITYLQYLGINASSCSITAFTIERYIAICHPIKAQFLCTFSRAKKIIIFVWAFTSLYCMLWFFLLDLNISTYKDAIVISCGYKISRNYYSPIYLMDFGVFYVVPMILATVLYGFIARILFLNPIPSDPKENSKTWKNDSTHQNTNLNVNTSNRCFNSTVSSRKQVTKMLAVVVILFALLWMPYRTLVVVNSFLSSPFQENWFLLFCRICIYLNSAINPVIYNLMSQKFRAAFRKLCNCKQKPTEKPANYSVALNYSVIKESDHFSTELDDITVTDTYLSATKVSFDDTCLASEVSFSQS
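TRHR-expressing cells, plated overnight in medium with 10% serum, were loaded with fluo-8 calcium dye at room temperature. After a 10 s baseline, library compound was pin-added and calcium release was recorded kinetically (ex 480/em 530) as agonist response.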
BLM helicase inh – qHTS Assay for Inhibitors of Bloom's syndrome helicase (BLM); RecQ-like DNA helicase BLM (Homo sapiens), P54132; recombinant BLM DNA unwinding, fluorescence dequenching; Potency, µM (series often up to 56.1 µM), for inactives: at the highest dose activity change, negative = inhibition, hits mostly inhibitors; actives 0.2% (n = 350,000); AID 2528, 2010;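 further: potency means the concentration at half of the fitted maximal effect; plate controls were vehicle for no effect and no enzyme for full effect; nearly all actives have a fitted effect of over 35% in size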
POLK inh – qHTS for Inhibitors of Polymerase Kappa. DNA polymerase kappa (Homo sapiens), Q9UBT6. actives 0.53% (n = 400,000). Potency, µM (series often up to 107 µM), inactives show at the top dose activity, negative = inhibition, actives largely listed as inhibitors. purified Pol kappa, fluorescent DNA synthesis assay, 10 min; further: potency means the concentration at half of the fitted maximal effect; on the % scale 0 is the no-effect control and ±100 the full control effect
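First, compounds were pin-transferred onto 10 nM Pol kappa. After 15 min at room temperature, substrate was added to 50 nM final. Fluorescence was then measured kinetically at 0 and 10 min.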
Anesthetic bind – qHTS Assay for Identification of Novel General Anesthetics; Ferritin light chain (Equus caballus), P02791; apoferritin/1-aminoanthracene competitive binding, fluorescence; Potency, µM (doses to about 77.5 µM), without a hit: top-dose activity change, negative = displacement, actives largely listed as inhibitors; actives 0.074% (n = 350,000); further: potency means the concentration at half of the fitted maximal effect; on the % scale 0 is the no-effect control and ±100 the full control effect; nearly all actives have a fitted effect of over 20% in size
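Probe: 1-aminoanthracene (50% saturated, PBS). Protein: horse-spleen apoferritin, 10 uM. Incubation: 10 min, room temperature. Detection: 380 nm excitation, 535 nm emission. Analysis: normalized response, four-parameter Hill.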
APEX1 inh – qHTS Assay for Inhibitors of the Human Apurinic/apyrimidinic Endonuclease 1 (APE1) | DNA repair nuclease/redox regulator APEX1 (Homo sapiens), P27695 | recombinant APE1, TAMRA/BHQ-2 abasic DNA cleavage fluorescence | Potency, µM (doses to about 65.8 µM), for inactives: top-dose activity change, negative = inhibition, most hits filed as inhibitors | actives 0.35% (n = 350,000) | AID 2517, 2012;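 further: potency means the concentration at half of the fitted maximal effect; plate controls were vehicle for no effect and reference inhibitor for full effect; nearly all actives have a fitted effect of over 55% in size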
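Incision of a quenched TAMRA/BHQ-2 THF abasic-site duplex (50 nM) by 0.75 nM APE1, after 15 min compound preincubation, measured as fluorescence increase over three 60 s reads. Values normalized to buffer, DMSO and NSC13755 control wells.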
Pol iota inh – qHTS for Inhibitors of Polymerase Iota; DNA polymerase iota (Homo sapiens), Q9UNA4; Pol iota fluorescent replication assay, 10 min; Potency, µM (series often up to 115 µM), without a hit: at the top dose activity, negative = inhibition, usual class: inhibitors; actives 1% (n = 390,000); further: potency means the concentration at half of the fitted maximal effect
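Pol iota at 10 nM preincubated 15 min with compounds at room temperature; reaction started with fluorescent substrate, 50 nM final. Fluorescence read kinetically at 0 and 10 min; buffer-only wells as negative control.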
Pol beta inh – qHTS Assay for Inhibitors of DNA Polymerase Beta. Pol beta primer extension/strand displacement, fluorescence kinetic. AID 485314, 2010. actives 1.3% (n = 340,000). P06746. Potency, µM (doses to about 114 µM), for inactives: top-dose activity change, negative = inhibition, actives largely listed as inhibitors; further: potency means the concentration at half of the fitted maximal effect; on the % scale 0 is the no-effect control and ±100 the full control effect
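Homogeneous kinetic assay of primer extension and strand displacement by 10 nM Pol beta, preincubated 15 min at room temperature with compound before 50 nM substrate (final) was added. Read at 0 and 10 min; four-parameter Hill fit.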
ERG Ets-DNA blk – qHTS for Small Molecule Inhibitors of the ERG Ets/DNA interaction; fluorescence polarization, His-ERG Ets domain / labelled DNA; AID 624246, 2012; Transcriptional regulator ERG (Homo sapiens), P11308; actives 0.028% (n = 370,000); Potency, µM (series often up to 76.9 µM), for the others: at the highest dose FP activity, negative = inhibition, actives largely listed as inhibitors; active means well fitted inhibition curve with a large enough effect in the polarisation, with a control signal flat; inconclusive means small, poorly fitted or top-dose-only effect, or effect the other way, or a change in a side signal; inactive means no such curve, though single readings can be large or run the other way; the % refers to the polarisation;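 further: polarization taken with two DNA probes labelled with fluorescein and Texas red; potency means the concentration at half of the fitted maximal effect; % of control where 0% means no effect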
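His-tagged ERG Ets domain (1 uM in the protein solution; 300mM KCl, 50mM Tris-HCl, 1mM EDTA, 1mM DTT, pH 7.5) received compound, then a probe mix of 5 nM fluorescein-DNA and 100nM Texas-615-DNA. Fluorescence polarization was read for both dyes.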
12-LOX inh – Primary qHTS assay for inhibitors of human arachidonate 12S-lipoxygenase (ALOX12): Round 2. actives 1.1% (n = 580,000). Potency, µM (series often up to 108 µM), inactives show at the highest dose activity change, negative = inhibition, actives largely listed as inhibitors. Polyunsaturated fatty acid lipoxygenase ALOX12 (Homo sapiens), P18054. purified 12hLO, xylenol orange hydroperoxide absorbance. AID 1671190, 2021; further: potency means the concentration at half of the fitted maximal effect; on the % scale 0 is the no-effect control and ±100 the full control effect
Target sequence (P18054 whole entry, looked up): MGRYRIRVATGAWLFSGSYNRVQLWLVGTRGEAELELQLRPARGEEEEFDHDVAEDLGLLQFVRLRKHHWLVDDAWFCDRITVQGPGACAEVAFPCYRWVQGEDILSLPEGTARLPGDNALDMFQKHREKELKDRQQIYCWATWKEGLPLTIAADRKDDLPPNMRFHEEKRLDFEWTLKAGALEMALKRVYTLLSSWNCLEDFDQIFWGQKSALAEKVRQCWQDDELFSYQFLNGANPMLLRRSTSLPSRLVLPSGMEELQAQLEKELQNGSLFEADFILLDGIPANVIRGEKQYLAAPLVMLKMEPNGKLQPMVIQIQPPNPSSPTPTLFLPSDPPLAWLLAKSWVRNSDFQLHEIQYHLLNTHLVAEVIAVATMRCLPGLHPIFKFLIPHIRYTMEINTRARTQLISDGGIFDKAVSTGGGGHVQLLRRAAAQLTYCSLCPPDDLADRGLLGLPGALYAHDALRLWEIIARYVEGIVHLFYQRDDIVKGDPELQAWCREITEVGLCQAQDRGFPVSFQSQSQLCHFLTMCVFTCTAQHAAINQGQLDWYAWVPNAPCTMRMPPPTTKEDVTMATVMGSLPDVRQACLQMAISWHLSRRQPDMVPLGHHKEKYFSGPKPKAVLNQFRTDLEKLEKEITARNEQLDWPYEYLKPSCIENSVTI
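Hydroperoxide product was detected by ferrous iron/xylenol orange as the 573 to 405 nm absorbance ratio. Arachidonic acid at 40 uM (final) was turned over for 30 min at room temperature by 150 nM human 12hLO, pH 7.0 Hepes buffer, after 15 min compound preincubation.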
An asterisk follows results filed as active; ? = inconclusive; nt = no result given; [ ] = another dose, or the depositor's remark. Unless noted, the call rests on the fitted dose curve; in most records, active means well fitted curve in the direction sought with a large enough effect; inconclusive means small, poorly fitted or top-dose-only effect, or another doubt; inactive means no such curve, though single readings can be large; an effect the other way counts as inactive or inconclusive. These rows are one share of the data (hit frequency here may not be typical).

molecule	TRHR agonist	BLM helicase inh	POLK inh	Anesthetic bind	APEX1 inh	Pol iota inh	Pol beta inh	ERG Ets-DNA blk	12-LOX inh
CCCC1(C(=O)OCC)NC(c2ccc(N(C)C)cc2)C2C(=O)N(c3ccc(OCC)cc3)C(=O)C21 (stereo not drawn)	2.5	-7%	-20%	-8%	13%	6%	6%	5%	0%
O=c1cccc(-c2ccccc2)[nH]1	0.1	-1%	1%	-5%	1%	-5%	9%	0%	0%
Oc1ccc(C=Nc2cccc3ncccc23)c(O)c1	1.3	-7%	-6%	-6%	-5%	29%	1%	7%	?
CCOC(=O)c1cc2n(c1C)-c1ccccc1C2=O	-1.1	3%	-33%	-11%	-4%	-5%	9%	0%	-3%
CCOc1ncccc1C(=O)OCC(=O)N1c2ccccc2CC1C (stereo not drawn)	-0.9	nt	3%	nt	18%	15%	nt	-19%	4%
CCOC(=O)c1c(C)[nH]c(C)c1S(=O)(=O)N1CCC(C(=O)NCc2ccc(F)cc2)CC1	0.9	0%	-9%	8%	nt	-1%	-7%	-9%	-27%
CC(C)CC1NC(=O)N(CCCCN2C(=O)c3ccccc3C2=O)C1=O (stereo not drawn)	0.3	2%	-4%	-13%	-4%	68%[activator]	-2%	-5%	-1%
Cc1c(Cl)cccc1NC(=O)CSc1nc(=O)n(Cc2ccncc2)c2c1CCC2	-0.4	2%	0%[60.1 µM]	2%	nt	-20%	-3%	-1%	-13%
O=C(O)c1cc(-c2ccc(O)cc2)nc2ccccc12	0.3	0%	nt	-6%	0%	nt	?	nt	nt
CCCn1c2c(c(O)c(C(=O)Nc3ncccc3C)c1=O)CCCC2	0.9	-2%	-3%	?	2%	?	7%	-11%	-7%
Cc1ccc2cc(CCNC(=O)CC(C)C)c(=O)[nH]c2c1	0.4	5%	16%	-5%	-3%	34%[activator]	7%	9%	1%
O=C(Nc1ccc(N2CCCC2)cc1)c1cccc(F)c1	3.2	0%	-18%	-7%	1%	1%	-12%	2%	-8%
Cc1ccc(CNS(=O)(=O)c2ccc(C(=O)N(C)C)s2)cc1	0.4	2%	-6%[60.1 µM]	15%	nt	6%	0%	4%	-8%
O=C(CSc1nnc(NCc2ccccc2)s1)c1ccco1	0.1	0%	-6%	?	-1%	5%	-11%	-2%	0%
Cn1ncc2cc(NC(N)=S)ccc21	0.9	-3%	1%	-4%	1%	9%	7%	-15%	-19%
O=c1[nH]c2ccccc2n1Cc1ccc(F)cc1	-0.9	-3%	-20%	-17%	1%	-2%	55%	-1%	15%
CCN(CC)S(=O)(=O)c1ccc(C)c(NC(=O)COC(=O)CCC(=O)c2cccs2)c1	-2.2	nt	-3%	nt	33%	-8%	nt	7%[15.4 µM]	-5%
COc1ccc(-c2nnc(SCC(=O)Nc3c(Cl)cc(Cl)cc3C(=O)O)o2)cc1	nt	nt	-5%	nt	6%	33%[activator]	nt	-2%	5%
COc1ccc(OC)c(/C=C2/Sc3ccccc3C2=O)c1	66*	-29%	3%	-11%	0%	59%[activator]	-1%	26%	-3%
C=CCn1c(COc2ccccc2)nnc1SCC(=O)Nc1ccc(S(N)(=O)=O)cc1	0.2	0%	-12%	-16%	-3%	-8%	6%	3%	0%
O=C(NCCCN1CCN(c2ccccc2)CC1)C1CCCN(c2ncnc3c2nc2n3CCCCC2)C1 (stereo not drawn)	-0.4	-7%	2%	1%	33%	25%	-1%	-3%	-1%
CN(C)c1cccc(C(=O)N(C)C2CCCN(Cc3ccccc3F)C2)c1 (stereo not drawn)	0.2	-9%	9%	-15%	6%	42%[activator]	1%	3%	7%
CC(C)C[C@H](NC(=O)c1nc[nH]c1C(=O)N1CCN(C(=O)OC(C)(C)C)CC1)C(=O)OC(C)(C)C	-0.2	-7%	-19%	-12%	3%	-8%	0%	6%	6%
Cc1nc2c(sc(=S)n2Cc2ccco2)c(=O)n1CC(=O)Nc1cc(F)ccc1F	0.4	-1%	-7%	-18%	44%	3%	-2%	-12%	-9%
N#CN(Cc1ccccc1)Cc1ccccc1	-0.6	-3%	-8%	1%	?	9%	-7%	-11%	3%
COc1ccc(/C=C(\NC(=O)c2ccc(OCC(C)C)cc2)C(=O)OCc2ccco2)cc1	0.6	-10%	-6%	-20%	?	-9%	16%	4%	?
O=C(O)CCc1ccc(-c2cccs2)n1NC(=O)c1cccs1	0.2	-2%	3%	-2%	-2%	0%	?	-4%	0%
CCOC(=O)c1ccc(N2C(=O)c3n[nH]c(C)c3C2c2cccnc2)cc1 (stereo not drawn)	-0.8	0%	7%	-18%	1%	2%	?	-4%	31%[activator]
O=C(/C=C/c1ccccc1)NCC(=O)N/N=C/c1ccccc1[N+](=O)[O-]	0.8	-7%	2%	?	7%	21%	-6%	4%	2%
COc1cccc(C(=O)NCc2nnc(SCC(=O)Nc3nccs3)n2-c2cccc(C)c2)c1	-0.4	5%	-14%	-19%	0%	6%	46%	2%	3%
CSCCC(NS(=O)(=O)c1ccccc1F)C(=O)N1CCCCCC1 (stereo not drawn)	-0.6	-3%	-21%	1%	-3%	2%	1%	-9%	13%
COc1ccc(N(Cc2cc3cc(OC)ccc3[nH]c2=O)C(=O)c2cccnc2)cc1	0.2	-1%	-1%	-4%	5%	8%	7%	-2%	?
O=C(CN1CCN(c2ccccn2)CC1)Nc1ccc(Cl)c(C(F)(F)F)c1	-0.1	-5%	-3%	-7%	-3%	8%	14%	-10%	-11%
COc1ccc2nc(SCC(=O)N3CCCCCC3)c(C#N)cc2c1	-0.7	-5%	-10%	-21%	4%	40%[activator]	19%	-14%	-3%
COc1ccc(NS(=O)(=O)NC(=O)c2cn(C)c3ccccc23)cc1	-0.2	1%	9%	-3%	42%	45%[activator]	19%	0%	-17%
CC(C)CC(=O)Nc1ccccc1-c1nnn(CC(=O)N2CCc3ccccc3C2)n1	-0.9	-1%	-5%	-9%	-2%	-3%	28%	1%	0%
Cc1ccc(C)c(NC(=O)C(OC(=O)c2ccc(CO)cc2)c2ccccc2)c1 (stereo not drawn)	-0.3	nt	3%	nt	19%	-21%	nt	0%	-25%
CCC[C@@H](OS(N)(=O)=O)[C@@H](Cc1ccccc1)C(=O)OCC	-1.1	-3%	4%	-11%	-8%	-2%	41%	-2%	1%
CCN(CCNC(=O)c1ccc2nc(-c3ccccc3NC(C)=O)c(=O)[nH]c2c1)c1ccccc1	0.1	-4%	-2%	-23%	?	7%	3%	-7%	-3%
O=C(NCCCn1ccnc1)c1cc2c(s1)CCCC2	-0.4	-2%	3%	-5%	12%	21%	9%	7%	-30%
O=C(N/N=C/C(c1ccccc1)c1ccccc1)c1ccccc1F	-1.2	-4%	-20%	-17%	6%	14%	4%	4%	2%
CCn1c(=O)cc(OCC(=O)N2CCCC2)c2ccccc21	0.2	1%	-3%	0%	-4%	-13%	36%	19%	260%[activator]
CCc1cccc(CC)c1NC(=S)Nc1ccc2cn[nH]c2c1	-0.1	-5%	2%	1%	-6%	-3%	-18%	?	?
CC(=O)N(CCOc1ccccc1)CCOc1ccccc1	nt	nt	-13%	nt	nt	30%[activator]	nt	0%	0%
N#Cc1ccccc1S(=O)(=O)N1CCN(C(=O)Cc2n[nH]c(=O)c3ccccc23)CC1	nt	nt	-15%	nt	-5%	69%[activator]	nt	-6%	-21%
Cc1cc(C)c2nc(SC(C)C#N)cc(C)c2c1 (stereo not drawn)	0.2	-7%	-4%	-7%	-4%	12%	-7%	2%	24%
CS(=O)(=O)N(Cc1ccc(C(=O)N2CCc3ccccc3C2)cc1)c1ccccc1	0.4	-8%	-2%	-16%	-7%	55%[activator]	1%	10%	9%
Nc1nc2sc3c(c2cc1C(=O)NCC(=O)O)CCCC3	0.1	-2%	-6%[60.1 µM]	14%	-8%	-6%	5%	-11%	?
CC1=NN(c2ccc(Cl)c(C(=O)O)c2)C(=O)/C1=C\c1ccc(-c2ccc(C(=O)O)cc2)o1	0.6	-4%	?	3%	25µM*	?	16µM*	3%	-18%
CC(NC(=O)COC(=O)c1ccc2c(c1)OCCO2)c1ccccc1 (stereo not drawn)	nt	nt	-18%	nt	4%	29%	nt	4%	-5%
CCC1CCCCN1C(=O)CSc1nnc(CNC(=O)c2ccco2)o1 (stereo not drawn)	0.0	-1%	-3%	-19%	3%	4%	2%	11%	3%
O=c1c2ccccc2nc(SCCN2CCCCC2)n1CCc1ccccc1	0.0	-6%	-4%	-11%	6%	34%[activator]	3%	-7%	2%

3 structures from above, ordered by count of non-hydrogen atoms, lowest first.
molecule	TRHR agonist	BLM helicase inh	POLK inh	Anesthetic bind	APEX1 inh	Pol iota inh	Pol beta inh	ERG Ets-DNA blk	12-LOX inh
Nc1nc2sc3c(c2cc1C(=O)NCC(=O)O)CCCC3	0.1	-2%	-6%[60.1 µM]	14%	-8%	-6%	5%	-11%	?
CCC1CCCCN1C(=O)CSc1nnc(CNC(=O)c2ccco2)o1 (stereo not drawn)	0.0	-1%	-3%	-19%	3%	4%	2%	11%	3%
CS(=O)(=O)N(Cc1ccc(C(=O)N2CCc3ccccc3C2)cc1)c1ccccc1	0.4	-8%	-2%	-16%	-7%	55%[activator]	1%	10%	9%
